Assay outcomes as filed in PubChem.
CHRM4 PAM: human M4 muscarinic receptor positive allosteric modulators, primary screen, CHO-K1 cells, Fluo-8 calcium fluorescence | Muscarinic acetylcholine receptor M4 (Homo sapiens), P08173 | CHO-K1 hM4/Gqi5, ACh EC20; 0% = ACh EC20, 100% = maximal ACh | activation, % at 3 µM | hit rate 0.4% among 360,000 | AID 624126, 2012;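 active means activation above its plate's cutoff, the mean activation of sample wells plus 3 SD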; further: some results filed as inactive read as strong as hits
Target sequence (P08173 whole entry, looked up): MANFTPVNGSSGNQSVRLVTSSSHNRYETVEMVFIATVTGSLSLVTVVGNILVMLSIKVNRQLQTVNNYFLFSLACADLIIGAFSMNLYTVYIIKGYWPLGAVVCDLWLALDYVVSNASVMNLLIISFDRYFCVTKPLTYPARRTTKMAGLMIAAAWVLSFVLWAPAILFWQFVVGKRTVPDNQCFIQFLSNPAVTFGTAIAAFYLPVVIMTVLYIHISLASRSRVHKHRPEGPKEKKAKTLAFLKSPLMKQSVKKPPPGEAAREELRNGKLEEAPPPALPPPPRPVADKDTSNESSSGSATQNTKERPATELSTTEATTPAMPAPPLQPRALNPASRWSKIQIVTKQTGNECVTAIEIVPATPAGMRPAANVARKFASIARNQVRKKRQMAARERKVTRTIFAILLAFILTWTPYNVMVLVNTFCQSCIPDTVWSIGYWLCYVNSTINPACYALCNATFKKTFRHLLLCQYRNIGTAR
CRFR2-BP ag: agonists of CRF-BP/CRF-R2 complex, primary screen, cell-based, HEK293, calcium dye fluorescence, uHTS; AID 588473, 2011; CRF-binding protein / CRF receptor 2 complex (human); activation, % at 13.2 µM; hit rate 0.46% among 350,000; calcium dye fluorescence (FLIPR); percent of saturating CRF peptide response;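 active means activation of at least 50%, plus an integration ratio under a set limit after plate pattern correction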;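 further: plate controls were neutral control wells without compound for no effect and CRF at EC100 for full effect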
CHRM5 antagonist: human M5 muscarinic receptor antagonists, primary screen, CHO cells, Fluo-8 calcium fluorescence; Muscarinic acetylcholine receptor M5 (Homo sapiens), P08912; CHO-hM5 cells, ACh EC80; inhibition, % at 3 µM; hit rate 0.59% among 360,000;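 active means inhibition above a per-plate cutoff, the mean of that plate's test compounds plus 3 SD, cut at about 27% in these data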;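 further: 0% = acetylcholine EC80 with DMSO and 100% = DMSO without agonist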
Target sequence (P08912 whole entry, looked up): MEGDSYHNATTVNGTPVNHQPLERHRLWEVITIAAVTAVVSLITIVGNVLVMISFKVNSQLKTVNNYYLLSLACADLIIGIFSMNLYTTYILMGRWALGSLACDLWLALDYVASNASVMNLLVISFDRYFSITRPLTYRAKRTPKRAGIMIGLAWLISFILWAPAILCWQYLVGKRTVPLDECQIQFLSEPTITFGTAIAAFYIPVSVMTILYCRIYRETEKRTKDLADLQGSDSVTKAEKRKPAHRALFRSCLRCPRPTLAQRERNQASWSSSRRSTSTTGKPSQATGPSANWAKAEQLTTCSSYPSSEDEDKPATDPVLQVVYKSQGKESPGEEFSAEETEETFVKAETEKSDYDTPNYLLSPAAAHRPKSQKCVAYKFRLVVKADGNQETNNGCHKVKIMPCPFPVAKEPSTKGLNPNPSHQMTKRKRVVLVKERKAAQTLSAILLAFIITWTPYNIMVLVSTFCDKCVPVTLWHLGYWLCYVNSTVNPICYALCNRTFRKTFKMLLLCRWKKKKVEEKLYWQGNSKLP
CRFR2-BP antag: antagonists of CRF-BP/CRF-R2 complex, primary screen, cell-based, HEK293, calcium dye fluorescence, uHTS; CRF-induced calcium fluorescence; inhibition, % at 11.8 µM; hit rate 0.59% among 350,000; AID 588475, 2011;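 active means inhibition of the ligand-induced calcium signal above about 50% at the single tested concentration, limit read from the data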
M5 PAM: human M5 muscarinic receptor positive allosteric modulators, primary screen, CHO-K1 cells, Fluo-8 calcium fluorescence. Muscarinic acetylcholine receptor M5 (Homo sapiens), P08912. CHO-K1 hM5, ACh EC20 PAM; 0% = ACh EC20, 100% = ACh EC100. activation, % at 3 µM. hit rate 0.3% among 360,000. AID 624038, 2012;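 active means activation above the run cutoff, the mean activation of all test compounds plus 3 SD, cut at about 18% in these data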
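System: CHO-K1 hM5 cells. Reagent: acetylcholine, EC20 level. Compound dosing: single dose, 3 µM nominal final test concentration. Timing: Post-acetylcholine fluorescence recording 140 s. Detection: Fluo-8 calcium fluorescence. Read-out: % activation, ACh-normalized. Benchmarks: ACh EC20 and EC100 wells. Repeats: singlicate, one well per test compound.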
M5 ag: human M5 muscarinic receptor agonists, primary screen, CHO-K1 cells, Fluo-8 calcium fluorescence | Muscarinic acetylcholine receptor M5 (Homo sapiens), P08912 | CHO-K1 hM5 cells; 0% DMSO wells, 100% maximal acetylcholine response | activation, % at 3 µM | hit rate 0.19% among 360,000;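 active means activation above the run's mean over test compounds plus 3 SD, cut at about 23% in these data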;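 further: signal is peak over basal fluorescence ratio across the kinetic read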
IDE inh: human IDE inhibitors in live cells, primary screen, fluorescence polarization, HEK cells, FAbetaB substrate | FAbetaB cleavage | inhibition, % at 5.59 µM | hit rate 0.41% among 320,000 | AID 434962, 2010;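 active means percent inhibition above the average of all tested compounds plus 3 SD, set per screening campaign, cut at about 16% in these data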;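 further: IDE supplied by intact live HEK cells; FP after avidin binding of uncleaved biotin substrate so inhibition keeps polarization high; 0% = DMSO wells and 100% = 60 µM reference IDE inhibitor Ii1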
CHRM4 agonist: human M4 muscarinic receptor agonists, primary screen, CHO-K1 cells, Fluo-8 calcium fluorescence. Muscarinic acetylcholine receptor M4 (Homo sapiens), P08173. CHO-K1 hM4/Gqi5; vehicle 0%, full acetylcholine response 100%. activation, % at 3 µM. hit rate 0.14% among 360,000;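 active means activation above the run mean over all test wells plus 3 SD, cut at about 32% in these data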;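 further: peak over basal fluorescence ratio per well then scaled between controls; 0% = DMSO wells and 100% = acetylcholine at EC100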
M4 antag: human M4 muscarinic receptor antagonists, primary screen, CHO cells, Fluo-8 calcium fluorescence | CHO-hM4 cells, ACh EC80 | inhibition, % at 3 µM | hit rate 0.73% among 360,000;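 active means inhibition above its plate's cutoff, the mean inhibition of sample wells plus 3 SD, cut at about 27% in these data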;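 further: 0% = acetylcholine EC80 with DMSO and 100% = DMSO without agonist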
* marks the source's active call; other numbers are inactive results; . = not tested or not shown. No enrichment for hits, and some 2.9% of all compounds hit somewhere here.

SMILES	CHRM4 PAM	CRFR2-BP ag	CHRM5 antagonist	CRFR2-BP antag	M5 PAM	M5 ag	IDE inh	CHRM4 agonist	M4 antag
COCCn1c(SCC(=O)N2CC(=O)Nc3ccccc32)nnc1-c1ccoc1C	-1	0.3	-2	1	-3	1	0	1	-4
CCn1c(Cc2ccccc2)nnc1SCc1cccc(C(=O)O)c1	6	-2.2	-9	-3	3	0	3	1	-7
Cc1ccc(NC(=O)CSc2ccc(S(=O)(=O)N3CCCC3)cn2)cc1F	3	-1.0	2	14	-3	-1	-2	2	2
Cc1nc2ccc(C(C(F)(F)F)(C(F)(F)F)C(F)(F)F)cc2[nH]1	3	7.5	7	6	1	4	-1	4	-10
O=C(c1ccc(F)cc1)N1CCN(c2cc(=O)[nH]nc2-c2ccccc2)CC1	1	1.4	-6	1	2	1	6	0	-9
O=C1Nc2ccccc2SC(c2ccccc2)C1O (stereo unspecified)	1	1.8	1	-38	-6	-1	-3	0	7
CCOc1ccc(NC(=O)c2cc3c(C)nc4ccccc4c3o2)cc1	0	0.8	0	-2	-1	0	2	1	4
N#C/C(=C\C=C\c1ccccc1)C(=O)NCc1ccco1	1	-2.3	3	-1	-2	-3	2	2	-3
Cc1nn(Cc2ccc(F)cc2)c(C)c1NC(=O)c1cnn2cccnc12	6	-0.2	-1	8	0	1	-1	0	-7
CC(=O)N=c1c(C#N)cc2c(=O)n3cccc(C)c3nc2n1Cc1ccco1	-2	5.1	9	4	4	-3	-1	1	2
C[C@@H]1C(=O)O[C@H](C)[C@H]1C[C@@H](O)[C@](C)(O)C1CC[C@@]2(O)C3=CC(=O)[C@@H]4C[C@@H](O)[C@@H](O)C[C@]4(C)C3CC[C@]12C (stereo partly specified)	4	-3.1	-4	34	18	1	7	1	-5
Cc1occc1-c1nnc(SCC(=O)NC(C)(C)C)n1CC(C)C	6	-1.7	4	2	-9	-4	2	1	-6
Cc1csc2c(=O)sc(NC(=O)c3ccc(F)cc3)nc12	-6	-0.5	3	2	1	-1	1	0	4
COc1ccc(CNC[C@@H](CCCCN(C)Cc2ccc(OC)cc2)N2C[C@H](c3ccccc3)N(CCc3ccc(Cl)c(Cl)c3)C(=O)C2=O)cc1	3	-1.0	14	-12	-3	-3	6	60*	21
CCN(CC)S(=O)(=O)c1ccc(Cl)c(NC(=O)COC(=O)c2nc3nc(C)cc(C)n3n2)c1	2	0.3	2	1	-4	0	6	4	0

The list goes on, starting with the last 3 of the part before.
SMILES	CHRM4 PAM	CRFR2-BP ag	CHRM5 antagonist	CRFR2-BP antag	M5 PAM	M5 ag	IDE inh	CHRM4 agonist	M4 antag
Cc1csc2c(=O)sc(NC(=O)c3ccc(F)cc3)nc12	-6	-0.5	3	2	1	-1	1	0	4
COc1ccc(CNC[C@@H](CCCCN(C)Cc2ccc(OC)cc2)N2C[C@H](c3ccccc3)N(CCc3ccc(Cl)c(Cl)c3)C(=O)C2=O)cc1	3	-1.0	14	-12	-3	-3	6	60*	21
CCN(CC)S(=O)(=O)c1ccc(Cl)c(NC(=O)COC(=O)c2nc3nc(C)cc(C)n3n2)c1	2	0.3	2	1	-4	0	6	4	0
O=C(Nc1ccc(F)cc1)C(CCc1ccccc1)N1CCN(C(=O)c2ccco2)CC1 (stereo unspecified)	-9	.	10	.	-10	10	.	22	-16
CC(=O)c1ccc(S(=O)(=O)N(C)CC(=O)Nc2cccc(S(=O)(=O)N3CCCC3)c2)cc1	-1	-0.8	5	-1	-10	0	.	14	-11
COc1ccc(/C=C/c2nc(N)nc(-c3ccccc3O)n2)cc1OC	18	-2.0	-10	-3	-2	-2	1	2	-16
COc1ccc(CNC(=O)c2sc(=S)n(-c3ccccc3)c2N)cc1	-8	-0.7	-8	6	1	2	-3	11	-11
COc1ccccc1OCC(=O)Nc1ccc(C(=O)Nc2ccccc2C(=O)O)cc1	7	0.1	-2	15	-1	3	.	-2	-16
CC(=O)Nc1ccc(N=Nc2ccccc2)cc1[N+](=O)[O-]	8	1.8	2	4	-2	1	.	2	-7
O=C(c1cnc2ccccn2c1=O)N1CCCc2ccccc21	1	1.9	-1	15	-1	-1	2	0	-7
CC(C)CCNC(=O)C1CCN(c2nnc(-n3cccc3)s2)CC1	-7	1.4	-2	-14	-5	-2	2	-1	3
O=c1cccccc1NN=C1CCCCC1	-9	-2.1	5	3	-2	3	5	1	-2
COc1cccc(-c2nnc(SCC(=O)Nc3cc(C)on3)n2C)c1	10	-0.2	1	15	0	-2	-1	-1	4
CCc1nc2ccc(C(=O)NCCc3c[nH]c4ccccc34)cn2c1N(C=O)CCC(C)C	-9	.	7	.	-8	2	.	18	-7
COc1ccc(Cl)cc1NC(=S)NNC(=O)C1(C)CC1(Cl)Cl (stereo unspecified)	1	12	12	11	-2	6	3	6	9
c1coc(-c2nnc(SCc3cn4ccccc4n3)o2)c1	6	-0.9	2	16	1	-1	3	0	3
CC(Oc1ccc(Cl)cc1)C(=O)NCCN1C(=O)S/C(=C\c2cccnc2)C1=O (stereo unspecified)	-17	1.3	2	-21	-20	4	2	17	-18
Cc1nc2c3cc(Cl)ccc3n(CCN3CCCCC3)c2s1	-4	-0.5	5	-12	0	-3	0	-2	10
O=C(NC1CCCC1)C1c2ccccc2OCC(=O)N1Cc1ccco1 (stereo unspecified)	5	.	-2	.	2	0	.	0	-7
O=C(NCCC1=CCCCC1)c1c(O)nc2sccn2c1=O	5	-0.2	1	-9	6	5	4	1	2
Cc1nn(CC(=O)N(CC(C)C)C2CCS(=O)(=O)C2)c(C)c1[N+](=O)[O-] (stereo unspecified)	-1	-1.1	17	-7	-1	2	3	0	-3
Cc1ccc(CNC(=O)CCC2CCCN(Cc3cccc4cccnc34)C2)o1 (stereo unspecified)	-6	-0.6	0	-4	6	-7	-2	1	-2
COc1cc(NC(=O)c2ccccc2)c(OC)cc1NC(=O)Cc1ccc(C)cc1	-3	-0.5	-3	9	5	0	-4	0	4
COC(=O)[C@H]1C[C@H](OC(=O)NC2CC2)[C@@]2(O)CN(S(=O)(=O)c3ccc(C)cc3)CC2[C@H]1C(=O)OC (stereo partly specified)	6	2.7	10	2	0	0	.	0	-3
O=C(N/N=C/C1=C(N2CCOCC2)C(=C\c2ccccc2)/CC1)Nc1ccccc1	4	0.9	-2	-31	0	-4	1	1	-4
CC1=C(C(=O)OCC2CCCO2)C(c2ccc(C)o2)C2=C(CC(c3ccc(F)cc3)CC2=O)N1 (stereo unspecified)	-4	1.4	0	-19	0	-2	3	4	5
Cc1csc(SCc2nnc(-c3ccc(Cl)cc3)o2)n1	7	-1.3	-1	37	1	-1	-4	-1	9
COc1ccc(C2=NN(C(=O)c3cccs3)C(c3ccc(OC)cc3)C2)cc1 (stereo unspecified)	6	0.2	5	2	-5	-3	10	0	6
CC(C)(C)NC(=O)C(c1ccncc1)N(CC1CCCO1)C(=O)Cn1nnc(-c2ccc(F)cc2)n1 (stereo unspecified)	-1	0.5	-3	-5	2	-2	1	0	3
O=C(NC1CCCCCC1)c1cccc(COCC(F)(F)F)c1	5	-3.1	-1	0	-1	0	-5	0	-4
CS(=O)(=O)Nc1ccccc1C(=O)Nc1cc2c(cc1C(=O)O)OCCCO2	-2	1.6	5	-6	0	-1	1	-1	4
O=c1[nH]ncc(N2CCCC2)c1Cl	8	-0.3	-8	-1	-5	-4	-5	1	-8
CC(C)N1CCC(N2CCN(Cc3ccc(C#CC(C)(C)O)s3)CC2CCO)CC1 (stereo unspecified)	-4	-0.1	-1	10	1	-2	-3	1	2
Cn1c(=O)cc(N2CCCCC2)[nH]c1=O	-1	-2.2	1	-4	-4	0	-1	1	-2
COc1ccc(S(N)(=O)=O)cc1C(=O)NC1CCCc2ccccc21 (stereo unspecified)	0	-1.8	13	19	-5	-4	5	0	-7
CN(CCn1ccnc1)C(=O)CC1C(=O)NCCN1Cc1ccccc1C(F)(F)F (stereo unspecified)	-2	-1.4	10	24	-3	-1	2	1	-3
Cc1nnc(NN)n(N)c1=O	-3	-0.4	0	6	6	-1	3	0	2
COc1ccc(OC)c(-n2c(-c3ccc(O)cc3O)n[nH]c2=S)c1	19	1.2	1	8	4	-1	5	1	19
O=S(=O)(Nc1ncccn1)c1ccc(-n2cnnn2)cc1	2	-0.3	7	4	8	0	1	0	10
O=C(Nc1ccc2snnc2c1)N1CCOCC1	7	-0.5	-3	4	4	2	1	1	-3
CCCN1C(=O)COc2ccc(-c3n[nH]c(=O)c4ccccc34)cc21	-3	0.0	0	17	-7	-2	3	2	-1
Cc1cc(=O)c2c(N(C)C)cccc2[nH]1	-2	-3.4	-2	-3	-1	0	.	0	-4
O=C(Nc1cc(-c2nc3ncccc3o2)ccc1Cl)c1ccc([N+](=O)[O-])o1	4	-2.0	9	-6	-2	-2	-2	1	-7
COc1cc(C2CC(=O)Oc3c2c(=O)n(C)c2ccccc32)cc(OC)c1OC (stereo unspecified)	3	0.7	-12	8	3	-4	-4	0	0
O=S(=O)(c1cccc(-c2n[nH]c(=S)n2-c2ccccc2Cl)c1)N1CCOCC1	-8	-1.4	20	7	0	-7	2	0	5
CCSC1=N/C(=C\c2cccc(F)c2)C(=O)S1	-2	0.3	1	11	-6	1	-4	-1	11
O=C(NCc1ccccc1)C(C1CC1)n1c(CSCCOc2ccccc2)nc2ccccc21 (stereo unspecified)	-5	.	18	.	-11	-2	.	5	8
CCN(CC)CCCNC(=O)c1csc(Nc2cccc3ccccc23)n1	0	0.0	3	-12	3	-7	3	1	-6

CHRM4 agonist: entries above that show a hit
Compound,CHRM4 PAM,CRFR2-BP ag,CHRM5 antagonist,CRFR2-BP antag,M5 ag,IDE inh,CHRM4 agonist,M4 antag
COc1ccc(CNC[C@@H](CCCCN(C)Cc2ccc(OC)cc2)N2C[C@H](c3ccccc3)N(CCc3ccc(Cl)c(Cl)c3)C(=O)C2=O)cc1,3,-1.0,14,-12,-3,6,60*,21

The listing continues:
SMILES	CHRM4 PAM	CRFR2-BP ag	CHRM5 antagonist	CRFR2-BP antag	M5 PAM	M5 ag	IDE inh	CHRM4 agonist	M4 antag
CCc1c(C#N)c(SCCC(=O)Nc2cccc(OC)c2)nc2c1C(=O)CC(C)(C)C2	-9	3.8	6	-36	-12	-2	9	5	12
COc1ccc(C2C3=C(CCCC3=O)Nc3n[nH]c(C)c32)cc1OC (stereo unspecified)	11	1.8	11	10	-3	-4	4	1	3
Cc1nonc1CN(C)C(=O)c1cc(COc2ccc(F)cc2Cl)on1	-3	-0.1	-23	2	11	-4	2	11	-3
COc1ccccc1[C@H]1C(c2cccc(Cl)c2)=NN(c2ccccc2)[C@@H]1CO	-2	1.5	-15	7	-4	-1	.	0	-25
CC(C)(C)NC(=O)C(c1ccc(-c2ccccc2)cc1)n1c(=O)c(-c2ccco2)nc2ccccc21 (stereo unspecified)	1	.	-1	.	10	1	.	-1	5
